# Source: PubChem
# PfHsp90 yeast 2 = growth inhibition of PfHsp90-expressing yeast, primary screen, antimalarial PfHsp90 inhibitor project, S. cerevisiae, BacTiter-Glo luminescence, single point, set 2 | BacTiter-Glo ATP, 48 h; yeast lacking PDR1 and PDR3 efflux regulators | inhibition, % at 9.4 µM | hit rate 0.32% among 310,000 | AID 504621, 2011;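 active = every replicate shows inhibition above about 80%, whatever the replicate mean, limit read from the data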;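 also: 0% = DMSO neutral controls and 100% = 20 µM radicicol positive controls; yeast relying on Plasmodium falciparum Hsp90 in place of its own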
# Rtt109 Vps75 = inhibitors of C. albicans Rtt109/Vps75 HAT, primary screen, biochemical, ThioGlo CoA-SH fluorescence, plate reader; AID 540336, 2011; hit rate 0.16% among 330,000; Histone acetyltransferase RTT109 (Candida albicans (strain SC5314 / ATCC MYA-2876)), …; purified Rtt109/Vps75, 4 h; inhibition, % at 34.9 µM;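 active = inhibition of at least 50% in every replicate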
# Target sequence (Q5AAJ8 whole entry, looked up): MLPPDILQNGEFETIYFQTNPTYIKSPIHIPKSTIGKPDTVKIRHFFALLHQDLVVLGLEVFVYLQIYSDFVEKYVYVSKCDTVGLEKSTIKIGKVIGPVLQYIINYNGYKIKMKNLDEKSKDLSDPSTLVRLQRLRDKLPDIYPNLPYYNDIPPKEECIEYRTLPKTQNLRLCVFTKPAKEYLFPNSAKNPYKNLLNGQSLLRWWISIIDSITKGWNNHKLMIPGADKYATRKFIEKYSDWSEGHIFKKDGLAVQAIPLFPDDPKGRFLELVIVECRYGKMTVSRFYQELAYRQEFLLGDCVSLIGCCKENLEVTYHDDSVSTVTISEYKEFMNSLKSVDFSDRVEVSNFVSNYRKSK
# RTF Ca sens inh = cardiac RTF calcium sensitivity inhibitors, primary screen, biochemical, IANBD-TnC fluorescence, EC70 calcium | hit rate 0.12% among 340,000 | inhibition, % at 7.15 µM | Troponin I, cardiac muscle (Homo sapiens) + Troponin T, cardiac muscle (Homo sapiens) + … | IANBD-labeled cardiac RTF, Ca2+ fluorescence;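 active = inhibition above the mean inhibition of all tested compounds plus 3 SD, cut at about 17% in these data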;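 also: assay run at fixed EC70 calcium of 1.6 mM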
# Keap1-Nrf2 PPI = Keap1-Nrf2 protein-protein interaction inhibitors, primary screen, biochemical, fluorescence polarization, single point; Keap1 Kelch-Nrf2 peptide fluorescence polarization, 1536-well; AID 504523, 2011; inhibition, % at 9.4 µM; hit rate 0.15% among 340,000; in the data active = inhibition above about 12%;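 also: human Keap1 Kelch domain with fluorescein labeled Nrf2 9mer peptide probe; 0% = neutral control wells and 100% = peptide positive control; higher means more block of Keap1 binding to Nrf2 peptide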
# Target sequence (Q14145 whole entry, looked up, the tested form may be a part): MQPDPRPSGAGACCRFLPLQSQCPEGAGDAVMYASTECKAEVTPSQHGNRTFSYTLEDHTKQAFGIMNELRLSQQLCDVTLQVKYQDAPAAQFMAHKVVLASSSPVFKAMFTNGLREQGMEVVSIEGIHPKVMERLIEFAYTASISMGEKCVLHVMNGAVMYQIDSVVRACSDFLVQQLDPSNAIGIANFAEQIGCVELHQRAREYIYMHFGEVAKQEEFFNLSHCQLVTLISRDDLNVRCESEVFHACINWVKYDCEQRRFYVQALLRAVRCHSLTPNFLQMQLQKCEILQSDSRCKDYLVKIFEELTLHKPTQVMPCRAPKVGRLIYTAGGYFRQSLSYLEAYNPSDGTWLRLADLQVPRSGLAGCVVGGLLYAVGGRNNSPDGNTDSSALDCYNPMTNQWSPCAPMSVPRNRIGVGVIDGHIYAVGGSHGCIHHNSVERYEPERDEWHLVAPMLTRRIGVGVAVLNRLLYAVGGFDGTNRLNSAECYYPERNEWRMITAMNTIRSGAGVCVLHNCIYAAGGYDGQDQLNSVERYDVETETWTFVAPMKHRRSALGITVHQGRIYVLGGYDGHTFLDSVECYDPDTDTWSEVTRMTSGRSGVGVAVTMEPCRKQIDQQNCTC
# dFosB activator = activators of delta FosB homodimer, primary screen, biochemical, fluorescence polarization, TAMRA-CDK5 oligo, single point; AID 493131, 2011; activation, % at 25 µM; purified delta FosB; percent of positive-control signal above neutral wells; Protein FosB (Mus musculus), P13346; hit rate 0.99% among 340,000;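 active = mean activation above about 17%, with every replicate also reaching it, limit read from the data, passing the limit was not always enough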;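 also: fluorescence polarization rise as delta FosB binds a TAMRA Cdk5 AP-1 oligo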
# RTF Ca sens act = cardiac RTF calcium sensitivity activators, primary screen, biochemical, IANBD-TnC fluorescence, EC20 calcium | IANBD-labeled TnC RTF fluorescence at EC20 calcium; 0% EC20 calcium, 100% full calcium | Troponin I, cardiac muscle (Homo sapiens) + Troponin T, cardiac muscle (Homo sapiens) + … | hit rate 0.24% among 340,000 | AID 493008, 2010 | activation, % at 7.2 µM;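 active = activation above the mean over all tested compounds plus 3 SD, cut at about 30% in these data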;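 also: rise in fluorescence read as greater calcium sensitivity of cardiac thin filaments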
# NSD2 inh = NSD2 histone methyltransferase inhibitors, primary screen, biochemical, AlphaScreen, single concentration, set 2. Histone-lysine N-methyltransferase NSD2 (Homo sapiens), O96028. NSD2 peptide methylation, 120 min. inhibition, % at 12.5 µM. hit rate 0.54% among 310,000. AID 743445, 2014; in the data active = inhibition above about 50%
# CDK5 inh = inhibitors of human CDK5/p35 kinase, primary screen, biochemical, single concentration; Cyclin-dependent kinase 5 (Homo sapiens) + Cyclin-dependent kinase 5 activator 1 (Homo …; AID 488839, 2010; inhibition, % at 10 µM; Recombinant CDK5/p35, ADP-Glo luminescence, 60 min; hit rate 0.01% among 330,000;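 active = highest replicate inhibition of at least 50% and at least 75% of replicates reaching 50%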;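 also: plate controls were DMSO neutral control for no effect and GW8510 at 10 µM for full effect; many of its hits are not listed in these tables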
# PvdQ acylase = P. aeruginosa PvdQ acylase inhibitors, primary screen, biochemical, fluorescence, plate reader and imaging, single point | purified PvdQ acylase | hit rate 0.063% among 340,000 | AID 488965, 2010 | inhibition, % at 10 µM; in the data active = inhibition above about 30%, passing the limit was not always enough;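 also: 0% = vehicle neutral wells and 100% = reference inhibitor wells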
# C-LANA FP = inhibitors of KSHV C-LANA binding to DNA, primary screen, biochemical, fluorescence polarization, FAM-LBS DNA, MBP-C-LANA, single point. Kaposi's sarcoma herpesvirus LANA C-terminal domain (residues 932-1162) DNA binding. inhibition, % at 9 µM. hit rate 0.078% among 340,000. AID 504423, 2011;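 active = highest replicate inhibition at or above 60% at 9 µM, even if other replicates fall short; inactive = all replicates below 60% inhibition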;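 also: 0% = neutral control wells and 100% = 4 µM acridine orange control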
# SUMO Mot1 rescue = yeast Mot1-301 growth rescue at high temperature, primary screen, SUMOylation pathway inhibitor project, S. cerevisiae, ATP luminescence, 38.5C | growth rescue, % at 18.8 µM | hit rate 1% among 320,000 | AID 2716, 2010 | S. cerevisiae Mot1-301 growth rescue; percent above DMSO median, 100 means doubled;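 active = every valid replicate shows activation above 250% relative to neutral control wells; inactive = the rest, any valid replicate at or below 250%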;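 also: OY570 slx delta 5 strain wells were the positive control but not used for scaling; some compounds called inactive have numbers as strong as hits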
# Active calls of the source: *; nt = no result given.
SMILES,PfHsp90 yeast 2,Rtt109 Vps75,RTF Ca sens inh,Keap1-Nrf2 PPI,dFosB activator,RTF Ca sens act,NSD2 inh,CDK5 inh,PvdQ acylase,C-LANA FP,SUMO Mot1 rescue
CC(C)C(=O)N1CCN(c2ccc(NC(=O)c3ccco3)cc2Cl)CC1,-30,-1,1,-2,-8,0,8,-0.2,-17,0.8,-4
Cc1ccc(NC(=O)c2noc3c2CCCCC3)cc1C,9,-7,-15,4,-5,0,-4,0.2,4,-0.7,-8
CCN(CC)c1ccc(/C=N/NC(=O)c2ccco2)cc1,23,9,4,-1,5,4,0,-0.1,-10,-0.4,-22
O=C(CCNS(=O)(=O)c1ccccc1)OCC(=O)c1ccc[nH]1,-11,18,-4,3,-1,-13,-3,0.3,8,6.1,12
O=C1CCCc2c1nc(-c1ccccc1F)n2O,8,-6,-2,-3,3,10,-1,0.3,-14,-1.3,64
Cc1ccc(-n2c(C)c(C)c3c(NCCN(C)C)ncnc32)cc1,-15,1,-8,0,-3,7,6,1.8,-13,-0.9,37
Cc1ccc(Cl)cc1N1CCN(C(=O)c2ccc(NC3=NC4CS(=O)(=O)CC4S3)cc2)CC1 (configuration not stated),-47,-2,-1,2,1,-6,2,-0.7,5,0.1,104
CCOc1ccccc1NC(=O)Cn1c(C)cc(COC)c(C#N)c1=O,nt,-4,-11,-7,-1,6,0,0.2,-8,0.2,4
Cc1cc(NC(=O)COc2ccccc2C(N)=O)no1,8,3,-5,-1,2,5,5,1.0,-13,-2.0,-3
COc1ccc(C(=O)NNC(=O)C2CCCN(C3CC(=O)N(c4ccccc4)C3=O)C2)cc1 (configuration not stated),18,-16,-3,-3,2,-1,-1,0.8,-15,-1.4,6
Cc1nn(Cc2ccc(C(=O)N3N=C(C(F)F)CC3(O)C(F)F)cc2)c(C)c1[N+](=O)[O-] (configuration not stated),4,2,-9,-6,-1,6,-1,-1.2,-17,-0.9,0
C/C(=N/NS(=O)(=O)c1ccc(F)cc1)c1ccc(NC(=O)c2ccc(C)o2)cc1,-15,5,-8,-6,-9,-1,17,-3.2,2,-1.6,-22

# Retrieved one by one from above:
SMILES,PfHsp90 yeast 2,Rtt109 Vps75,RTF Ca sens inh,Keap1-Nrf2 PPI,dFosB activator,RTF Ca sens act,NSD2 inh,CDK5 inh,PvdQ acylase,C-LANA FP,SUMO Mot1 rescue
CC(C)C(=O)N1CCN(c2ccc(NC(=O)c3ccco3)cc2Cl)CC1,-30,-1,1,-2,-8,0,8,-0.2,-17,0.8,-4
Cc1cc(NC(=O)COc2ccccc2C(N)=O)no1,8,3,-5,-1,2,5,5,1.0,-13,-2.0,-3

# (more compounds)
SMILES,PfHsp90 yeast 2,Rtt109 Vps75,RTF Ca sens inh,Keap1-Nrf2 PPI,dFosB activator,RTF Ca sens act,NSD2 inh,CDK5 inh,PvdQ acylase,C-LANA FP,SUMO Mot1 rescue
NNC(=O)c1ccc(COc2ccc3c(c2)CCC3)o1,33,-6,2,-5,-5,-2,-1,-0.1,-13,-0.6,-8
CCCn1c(N)c(C(=O)CSc2ncc(C(F)(F)F)cc2Cl)c(=O)[nH]c1=O,0,-4,2,-4,-8,1,nt,-0.5,-4,1.0,7
O=C(Cn1cnc2ccccc2c1=O)NCCC(=O)Nc1ccc2c(c1)OCCO2,-29,-4,-3,-2,-1,-3,0,-0.3,-19,-1.3,-6
O=C1C2C(C(=O)N1/N=C/c1ccc([N+](=O)[O-])o1)C1C=CC2C12CC2 (configuration not stated),4,3,-31,-5,-1,10,-3,-4.9,-8,-0.9,5
O=C(N[C@@H](Cc1ccccc1)C(=O)OCc1ccccc1)c1nc[nH]c1C(=O)N1CCNCC1,-11,0,-8,-2,-4,-6,nt,-1.5,-7,-0.5,0
CCN1CCN(C(C)C(=O)Nc2c(C)n(C)n(-c3ccccc3)c2=O)CC1 (configuration not stated),-4,-2,-1,1,-2,-10,5,0.6,-3,-1.3,2
Cc1c(Cl)cccc1NC(=O)CSc1nc2ncc(Cl)cc2[nH]1,2,8,-1,2,11,2,-8,0.2,-1,-0.4,-2
Cc1c(NC(=O)C2CC(c3c(F)cccc3Cl)=NO2)c(=O)n(-c2ccccc2)n1C (configuration not stated),-4,-6,-10,1,-1,-2,0,1.2,-18,0.6,-4
O=C(/C=C/c1ccc(F)cc1)Nc1ccc(S(=O)(=O)Nc2ncccn2)cc1,6,31,-10,-2,-4,5,-1,-0.4,4,3.7,136
Cc1cc(NC(=O)c2ccc(NC(=O)C(C)C)cc2)no1,7,-2,-1,0,-1,-4,0,-1.0,-1,-0.3,2
CC(C)CN(C(=O)CSc1nnnn1C)C1CCS(=O)(=O)C1 (configuration not stated),-28,0,4,-1,3,2,-3,-0.8,0,-1.1,380
CN(CCOc1ccc(Br)cc1)CC(O)c1ccccc1 (configuration not stated),-3,3,-2,-3,-19,3,17,1.5,-13,-2.1,-1
CC(C)CN(C(=O)COC(=O)c1cnccn1)c1c(N)n(Cc2ccccc2)c(=O)[nH]c1=O,nt,-2,-3,-3,-5,0,4,-0.2,-8,-1.5,-20
COc1ccc(SCCN2CCN(C)CCC2=O)cc1,23,-3,-4,-2,-4,-3,nt,1.2,-14,2.0,nt
COc1ccccc1NCCC(=O)OCC(=O)NC1CCCCC1,-3,9,2,-6,-4,11,0,-1.5,-14,1.6,-3
O=C(O)COc1ccc(-c2nnn(CC(=O)O)n2)cc1,-18,4,-8,1,-7,-6,-8,0.5,-8,0.8,58
O=S(=O)(Nc1cccc(S(=O)(=O)N2CCOCC2)c1)c1cccs1,-11,-3,10,2,0,2,-1,0.9,-4,-1.0,-19
Cc1ccc(C(=O)NCc2cccc(C(F)(F)F)c2)cc1S(=O)(=O)N1CCCCC1,12,-2,-14,0,-13,-13,2,-0.3,-10,-1.2,nt
CCOC(=O)/C(C#N)=C/C=C1\C=Cc2ccccc2N1CC,16,-5,-6,-20,-25,-1,9,0.4,-9,-0.1,-7
O=C(Nc1cccc(C(=O)NC2CC2)c1)c1ccc(Cl)c(S(=O)(=O)N2CCOCC2)c1,18,8,1,4,-12,-3,1,-0.4,-9,-0.6,10
CCOC(=O)c1ccc(S(=O)(=O)N2CCN(CC(=O)NC(=O)NC3CCCCC3)CC2)cc1,4,5,-4,-5,-20,1,-2,-0.6,-10,2.1,12
CSc1ccccc1NC(=O)C1CCCO1 (configuration not stated),-22,-4,0,1,-6,-1,2,3.5,-1,-0.2,-17
COc1ccccc1C(=O)C1CCCN(C(=O)c2cn3cc(Cl)ccc3n2)C1 (configuration not stated),2,11,-6,-3,-5,2,2,-1.2,-9,-1.8,11
CC(C)S(=O)(=O)C1=NSC2=NC(=O)/C(=C\c3ccc(OC(=O)c4ccco4)cc3)C(=N)N21,-1,2,0,-4,-2,-2,18,0.6,3,-0.3,158
CSc1nc(N2CCOCC2)nc2ccc(C)cc12,22,-4,-2,-3,-2,-1,nt,0.1,-14,-1.9,7
CCN(CC)c1ccc(/C=N/NC(=O)CC(C)C)cc1,nt,-3,-2,-5,-3,8,7,-1.7,-5,-0.5,146
Cc1onc(-c2ccccc2)c1CNC(=O)C1COc2ccccc2O1 (configuration not stated),1,7,-3,-1,-5,-1,-5,0.3,-3,0.1,6
COCCNC(=O)CN1CCC(NC(=O)C(C)(C)C)CC1,-25,-17,0,-8,1,7,nt,4.8,-25,0.2,-1
CSc1ncccc1C(=O)Nc1cc(C)ccn1,-7,-2,4,0,-1,-5,9,2.2,-13,-0.6,-14
COc1ccc(-n2c(COc3ccc(C)cc3)nnc2SCC(N)=O)cc1,-9,-36,-1,2,-5,1,2,-2.9,4,0.7,-9
CCSc1nc2ccccc2n1C(=O)Oc1ccccc1,nt,-7,-6,-1,-3,2,-10,0.0,-5,0.2,-5
C=CCOC(=O)C1=C(C)Nc2nnnn2C1c1cccs1 (configuration not stated),3,-13,5,-5,5,-5,3,-1.1,-7,0.8,-1
O=C(NCc1ccco1)c1ccc2snnc2c1,1,-22,-1,-4,3,-5,-1,1.4,13,0.1,-7
c1ccc(COc2ccc(OCCCCN3CCCC3)cc2)cc1,11,2,0,0,-7,0,9,-2.4,-7,-0.9,3
Cc1ccc(SCC(=O)OCC(=O)N2CCN(C(=O)c3ccco3)CC2)c(C)c1,10,2,-2,-1,-5,-2,-1,2.0,-11,-2.2,-16
COc1ccc(C(=O)/C(=C/N(C)C)S(=O)(=O)c2ccccc2)cc1,1,-4,-1,-2,2,-1,-5,0.5,-7,-0.2,-25
Cc1ccc(C(C)C)c(OCC(=O)NNCC(=O)Nc2cccc(F)c2)c1,24,-1,-1,-3,-14,2,3,-11,-5,5.9,229
COC(=O)c1[nH]c2ccc(C)cc2c1NC(=O)Nc1ccc(OC)cc1,nt,3,-4,-2,7,-3,0,0.6,-17,1.1,-1
CCCn1c2c(c(O)c(C(=O)NC)c1=O)CCCC2,2,0,-7,-4,-10,7,0,1.2,-11,-3.0,-9
CCNC(=S)N/N=C(\C)c1cc2ccccc2o1,0,1,-7,-4,-5,6,0,-0.2,16,-1.6,32
CCc1ccc(OCC(=O)N/N=C/c2cc([N+](=O)[O-])ccc2N2CCOCC2)cc1,15,-26,-16,1,-15,-14,3,-1.4,-14,0.2,0
O=C(CN1CCN(S(=O)(=O)/C=C/c2ccccc2)CC1)Nc1ccc(N2CCOCC2)cc1,-2,7,-5,5,-18,2,6,-1.1,-5,-1.6,6
c1ccc(N2CCCCC2)c(Nc2nc3ccccc3n3cnnc23)c1,18,-4,-1,0,-8,1,-3,0.0,0,-0.6,0
CC(c1ccc(F)cc1)n1c(-c2cccs2)n[nH]c1=S (configuration not stated),4,-4,-8,5,2,0,0,1.6,-10,3.2,42
COc1ccc(C(CCO)NC(=O)c2cccs2)cc1OC (configuration not stated),nt,-5,-5,-1,-2,0,-2,0.5,1,-0.2,-10
CC(Oc1ccc(Br)cc1)c1nc2c3ccccc3nc(=S)n2[nH]1 (configuration not stated),-10,2,8,-1,-7,0,-75,0.5,4,-0.7,-6
